Screens as filed in PubChem.
SENP7 block: blocks the human protease SENP7; recombinant SENP7, Z-RLRGG-aminoluciferin luminescence, 40 min; inhibition, % at 5 µM; Q9BQF6; hit rate 1.5% among 330,000;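 active = inhibition above about 50% at the single test dose, limit read from the data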;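 also: plate controls were DMSO with enzyme for no effect and no enzyme buffer wells for full effect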
Target sequence (Q9BQF6 706-1050 limits assumed): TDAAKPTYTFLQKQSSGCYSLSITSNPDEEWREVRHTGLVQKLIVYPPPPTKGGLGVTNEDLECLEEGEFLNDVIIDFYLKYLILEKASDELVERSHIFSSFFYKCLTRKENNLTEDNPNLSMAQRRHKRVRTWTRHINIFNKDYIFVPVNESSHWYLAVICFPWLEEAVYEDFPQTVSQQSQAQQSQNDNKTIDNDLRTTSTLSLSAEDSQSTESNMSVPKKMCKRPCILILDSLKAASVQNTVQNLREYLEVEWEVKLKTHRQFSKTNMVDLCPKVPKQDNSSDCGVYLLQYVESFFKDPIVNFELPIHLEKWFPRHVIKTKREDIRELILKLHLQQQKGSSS
beta cell repl: inducers of beta-cell replication in MIN6 cells. MIN6 cells proliferation, ATPlite luminescence, 48 h; cells starved in 0.2% serum; 100% = growth in 10% serum. proliferation, % at 10 µM. hit rate 0.29% among 330,000. AID 2380;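 active = compounds whose signal lies at least 3.5 SD above the mean of all wells on their plate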;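 also: 0% = DMSO-treated cells in low-serum medium and 100% = 10% serum control; some compounds called inactive have numbers as strong as hits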
SENP1 inh: inhibitors of human SENP1 SUMO protease catalytic domain. Q9P0U3. recombinant SENP1 catalytic domain, CyPet-SUMO1-YPet FRET cleavage. AID 624204. inhibition, % at 10 µM. hit rate 0.21% among 360,000;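 active = inhibition at least 30% at 10 µM, raw YFP signal under a set limit, fluorescence ratio 0.5 to 1.5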;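 also: 0% = enzyme with DMSO and 100% = no enzyme wells; some results filed as inactive read as strong as hits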
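Compound: 10 µM single point, 0.5% DMSO; Test system: hSENP1 catalytic domain, recombinant; Timing: 50 min reaction at room temperature; Technique: FRET, CFP and YFP emission; Control set: no-enzyme wells low, DMSO-plus-enzyme wells high control.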
SENP6 inh: blocks the human protease SENP6; Q9GZR1; inhibition, % at 10 µM; Recombinant SENP6 catalytic domain, aminoluciferin luminescence; hit rate 1.8% among 330,000;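 active = inhibition above about 50% at the single tested dose, limit read from the data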;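 also: plate controls were DMSO wells with enzyme for no effect and DMSO wells lacking enzyme for full effect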
Target sequence (Q9GZR1 628-1112 limits assumed): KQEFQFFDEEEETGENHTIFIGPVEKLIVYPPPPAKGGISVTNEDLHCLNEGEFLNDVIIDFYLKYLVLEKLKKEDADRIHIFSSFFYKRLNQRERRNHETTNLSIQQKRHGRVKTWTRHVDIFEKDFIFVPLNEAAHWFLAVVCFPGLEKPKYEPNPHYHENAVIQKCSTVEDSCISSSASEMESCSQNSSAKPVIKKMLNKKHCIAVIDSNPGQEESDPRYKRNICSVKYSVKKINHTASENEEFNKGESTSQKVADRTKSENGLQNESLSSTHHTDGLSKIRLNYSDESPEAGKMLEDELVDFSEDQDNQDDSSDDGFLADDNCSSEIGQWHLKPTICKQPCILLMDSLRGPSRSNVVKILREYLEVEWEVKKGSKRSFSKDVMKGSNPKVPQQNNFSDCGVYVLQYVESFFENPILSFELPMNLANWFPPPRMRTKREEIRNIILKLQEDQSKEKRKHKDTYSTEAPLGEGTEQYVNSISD
SENP8 block-1: SENP8 (human) protease inhibition; recombinant SENP8, Nedd8 substrate fluorescence; inhibition, % at 20 µM; hit rate 0.64% among 360,000; AID 602440; in the data active = inhibition mostly above about 40%, no sharp cut-off; inactive = mostly below about 27%
Target sequence (Q96LD8 whole entry, looked up): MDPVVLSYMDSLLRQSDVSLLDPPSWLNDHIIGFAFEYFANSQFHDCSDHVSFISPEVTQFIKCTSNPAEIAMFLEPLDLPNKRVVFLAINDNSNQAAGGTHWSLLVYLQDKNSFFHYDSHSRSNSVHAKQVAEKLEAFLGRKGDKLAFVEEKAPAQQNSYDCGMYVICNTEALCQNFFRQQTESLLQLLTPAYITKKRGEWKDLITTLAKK
SENP8 block-2: inhibitors of human SENP8 protease; Q96LD8; purified SENP8, Z-RLRGG-aminoluciferin cleavage, luminescence; inhibition, % at 10 µM; hit rate 1.2% among 330,000; AID 2540; in the data active = inhibition above about 50%
UBC13 inh: inhibitors of human UBC13 polyubiquitin chain formation; P61088; TR-FRET; inhibition, % at 20 µM; hit rate 0.47% among 330,000; in the data active = inhibition above about 45%, passing the limit was not always enough
PfG6PD inh: PfG6PD (Plasmodium falciparum) enzyme inhibition. AID 504690. PfGluPho enzyme, NADPH resazurin-diaphorase fluorescence. inhibition, % at 20 µM. hit rate 0.78% among 350,000;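 active = inhibition reaching at least a set limit at 20 µM in the primary screen, cut at about 59% in these data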;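 also: 0% = DMSO wells with substrate and 100% = DMSO wells lacking glucose-6-phosphate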
HKDC1 inh: inhibitors of human hexokinase HKDC1 | inhibition, % at 20 µM | recombinant HKDC1, G6PDH/diaphorase resazurin coupled fluorescence | hit rate 0.16% among 340,000 | Q2TB90 | AID 493160;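 active = inhibition above about 35% when tested at 20 µM, limit read from the data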;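 also: plate controls were DMSO wells with enzyme for no effect and DMSO wells lacking enzyme for full effect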
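Test system: Recombinant HKDC1 (HK5) hexokinase enzyme, produced in-house | Input: HKDC1 at 5 µg/mL | Buffer or medium: Tris pH 8.0 buffer with MgCl2, Tween-20, BSA, BME | Schedule: 90 min reaction incubation at room temperature, dark | Technique: Resazurin-to-resorufin fluorescence via G6PDH and diaphorase coupling, 525/613 nm | Controls: DMSO wells with and without enzyme mix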
An asterisk follows results filed as active; nt = no result given.

SMILES	SENP7 block	beta cell repl	SENP1 inh	SENP6 inh	SENP8 block-1	SENP8 block-2	UBC13 inh	PfG6PD inh	HKDC1 inh
COc1ccc(CCC(=O)N(C)CC(=O)Nc2ccc(N3CCOCC3)cc2)cc1	13	0	3	18	6	7	1	3	-2
O=C(Nc1nnc(C2CCCCC2)s1)c1cccs1	23	-1	5	25	4	-9	-21	-9	-2
C=C(C)CNC(=S)Nc1cccc(S(=O)(=O)NC2=NCCC2)c1	-11	-1	2	-9	18	-13	-10	-13	-1
COc1cc(C(=O)NNC(=O)c2ccc(NC(C)=O)cc2)cc(OC)c1OC	-6	-3	1	8	-2	12	0	13	-13
CC(C)n1cnc2c(NCc3ccccc3)cc(N[C@@H](CO)Cc3ccccc3)cc21	36	-6	nt	76*	nt	73*	-32	nt	nt
Cc1cccc(-c2nnc(SCC#N)n2-c2ccccc2)c1	-5	1	1	-8	13	0	6	0	-5
CC(C)=C1SC(N2CCN(c3cccc(C(F)(F)F)c3)CC2)=NC1=O	2	-3	2	-16	8	-2	5	0	-10
CC(C)Sc1ncnc2c1cnn2-c1ccccc1	46	-4	2	39	-38	39	21	2	-3
CC(=O)Nc1cccc2c1Cc1cc([N+](=O)[O-])ccc1-2	nt	nt	2	nt	8	nt	nt	-9	3
CC(=O)O[C@H]1CC(=O)OC(C)(C)C2CC(=O)[C@]3(C)C(CC[C@@](C)([C@@H](O[C@@H]4O[C@H](CO)[C@@H](O)[C@H](O)[C@H]4O)c4ccoc4)[C@@]34O[C@@H]4C(=O)O)[C@]21C (stereo not given in full)	-4	3	2	-6	39	1	-1	-2	-2
CCOc1ccc2nc(SCC(=O)Nc3ccc4c(c3)OCO4)sc2c1	-1	0	0	2	17	0	7	-7	10
CC1Cc2cc(-c3csc(N)n3)ccc2O1 (stereo not given)	-5	-3	-1	6	-1	-4	-4	7	-5
Cc1ccc(OCC(COCc2ccccc2)NC(C)C)cc1 (stereo not given)	0	-4	0	-12	13	0	10	2	-4
COc1ccc(Cn2c(=O)[nH]c3cc(C(=O)NCc4ccc5c(c4)OCO5)ccc3c2=O)cc1	8	-2	2	-2	-23	4	-7	-9	-4
Cc1ccc(NC(=O)COC(=O)c2ccco2)cc1	6	-4	1	-30	10	2	-5	-2	-3

Overlap with the part before: 5 entries, then new ones.
SMILES	SENP7 block	beta cell repl	SENP1 inh	SENP6 inh	SENP8 block-1	SENP8 block-2	UBC13 inh	PfG6PD inh	HKDC1 inh
CCOc1ccc2nc(SCC(=O)Nc3ccc4c(c3)OCO4)sc2c1	-1	0	0	2	17	0	7	-7	10
CC1Cc2cc(-c3csc(N)n3)ccc2O1 (stereo not given)	-5	-3	-1	6	-1	-4	-4	7	-5
Cc1ccc(OCC(COCc2ccccc2)NC(C)C)cc1 (stereo not given)	0	-4	0	-12	13	0	10	2	-4
COc1ccc(Cn2c(=O)[nH]c3cc(C(=O)NCc4ccc5c(c4)OCO5)ccc3c2=O)cc1	8	-2	2	-2	-23	4	-7	-9	-4
Cc1ccc(NC(=O)COC(=O)c2ccco2)cc1	6	-4	1	-30	10	2	-5	-2	-3
CCOC(=O)C1=C(CCc2ccccc2)NC(=O)NC1c1ccc2ccccc2c1 (stereo not given)	-3	-6	0	-5	-102	-4	7	7	-3
CCN(CC(=O)Nc1c(F)cccc1F)C(=O)c1cccc(S(=O)(=O)N2CCc3ccccc3C2)c1	10	1	1	-8	1	-10	1	-14	2
Oc1ccc(-c2csc(Nc3ccccn3)n2)cc1O	37	-4	-1	87*	-11	61*	-10	32	1
O=C(NCC1CCCO1)c1cnn2c1NC(c1ccccc1)CC2C(F)(F)F (stereo not given)	18	-2	1	-8	6	-4	-4	-11	-3
Cc1ccsc1/C=C1\CCc2ccccc2C1=O	99*	-5	0	94*	14	96*	-3	16	17
COc1ccccc1C(=O)NCC(=O)NCc1cc(=O)n(C)c(=O)n1C	3	2	2	-7	13	1	2	9	-1
Cc1nn(C)c(Oc2cccc(Cl)c2)c1C=O	-3	3	1	-16	27	-17	-14	-8	-1
COC(=O)C1(C)CC1(c1ccccc1)c1ccccc1 (stereo not given)	-12	-2	0	-8	23	-12	-1	-5	0
c1ccc(-n2cccc2CNC2CCCCC2)cc1	8	0	nt	12	nt	1	3	-12	2
Cc1ccc(S(=O)(=O)N2CCCCC2CCNC(=O)C(=O)NCc2ccncc2)cc1 (stereo not given)	2	-1	1	6	12	-2	2	-14	-1
O=C(O)c1ccc(N=NNc2cccc([N+](=O)[O-])c2)cc1	98*	1	1	95*	40*	96*	-5	-14	3
Cc1ccc(N=Nc2c(O)[nH]c(=O)[nH]c2=O)cc1S(=O)(=O)Nc1ccc(Br)cc1	4	-1	-7	10	13	-2	-17	-20	6
CN(Cc1ccccc1)C(=O)Cn1c(=O)oc2cc(S(=O)(=O)NCc3ccccc3)ccc21	1	-2	1	2	12	7	4	-15	3
CN(C(=O)c1ccccn1)c1nnc(-c2ccccn2)s1	0	0	1	3	-197	-2	11	-9	4
CCOC(=O)c1c(C)oc2c1c(C(c1cccnc1)N1CCCCC1)c(O)c1ccccc12 (stereo not given)	3	-4	-9	12	19	4	0	43	19
O=S(=O)(c1ccc(Cl)s1)N1CCN(Cc2ccccc2)CC1	10	-1	4	1	26	-7	4	-7	7
Cc1ccc(/C=C2\CCC3=C2OC(N)=C(C#N)C3c2ccc(C)cc2)cc1 (stereo not given)	-10	-5	-21	-5	-279	1	-41	14	9
CC(C)[C@H](Nc1ncnc2c1oc1ccccc12)C(=O)O	8	1	3	-7	-355	0	3	-13	-4
CN(C)c1ccc(S(=O)(=O)N(C)C)cc1[N+](=O)[O-]	-7	-1	0	-2	-19	-9	-18	13	-6
COc1ccc(CNC(=O)CN2C(=O)c3ccc([N+](=O)[O-])cc3C2=O)cc1	1	0	2	-8	29	5	-5	5	-4
NC(=S)Nc1cc2ccccc2c2ccccc12	-7	-5	-1	9	-127	7	6	36	12
CCOc1cc(CNC2CCCC2)c(Cl)cc1OCC(=O)Nc1ccccc1	8	-4	2	-23	8	3	3	18	-2
CC(C)C(=O)Nc1cccc(NC(=S)NC(=O)c2ccc([N+](=O)[O-])cc2)c1	7	-5	3	30	17	-4	-16	-1	-5
Cc1cccn2c(=O)c3cc(C(=O)NCc4ccco4)c(=N)n(C4CCCCC4)c3nc12	11	-1	-29	2	-294	5	8	19	-24
O=C(c1ccccc1)c1cc(Cl)ccc1N1C(=O)C=CC1=O	nt	nt	6	nt	19	nt	nt	112*	-4
C/C(=C\C(=O)c1ccccc1)NNc1nc2ccccc2s1	-11	0	4	-24	-15	-7	-6	-2	7
CCN(CC)S(=O)(=O)c1ccc(N2CCOCC2)c(NC(=O)Cc2ccccc2)c1	-4	-1	1	-24	9	-16	-9	3	-9
Cc1ncc(CN2CCC(n3nccc3NC(=O)c3ccccc3)CC2)s1	8	3	0	-8	6	1	10	-5	-1
CC1(C)NC(=O)N(CC(O)CN(Cc2ccccc2)Cc2ccccc2)C1=O (stereo not given)	0	-2	1	13	16	4	0	-11	-7
O=C(O)CSc1nnc(-c2ccccc2)c(-c2ccccc2)n1	-6	2	3	-13	12	-6	-11	-28	-2
Cc1ccccc1Cn1cc(NC(=O)c2nc3ncccn3n2)cn1	9	0	-1	6	6	4	2	-3	-2
O=S(=O)(c1ccc(F)c(F)c1)N1CCN(Cc2ccc3c(c2)OCO3)CC1	0	0	1	-3	10	-4	0	1	-2
CC(C)(C)OC(=O)N1CCN(C(=O)c2[nH]cnc2C(=O)NCC(=O)OCc2ccccc2)CC1	7	3	-2	-9	4	-11	1	-10	-4
O=C1c2ccc([N+](=O)[O-])cc2C(=O)N1c1ccc(Cl)cn1	-6	-3	0	-9	26	-1	-11	-6	-8
Cc1ccc(N2C(=O)N(Cc3ccccc3C)c3ccccc3S2(=O)=O)cc1	7	-4	4	-18	15	2	4	-10	0
Cc1n[nH]c(C)c1S(=O)(=O)N1CCCC(C(=O)NCc2ccc(F)cc2)C1 (stereo not given)	1	-2	4	-4	2	-1	-6	3	11
Cc1cc(C(=O)Nc2ccccc2N2CCOCC2)no1	-4	2	-1	-12	1	-6	-3	6	0
COc1ccc(NC(=O)CSc2ccc3nnc(-c4cccnc4)n3n2)c(OC)c1	1	-5	2	13	8	-3	-2	3	-5
O=S(=O)(c1ccc(-c2csc(-c3cccnc3)n2)cc1)N1CCCC1	2	0	-1	2	-6	-8	1	5	6
CCOc1ccc(-c2nc(S(=O)(=O)c3ccccc3)c(NC)o2)cc1	-10	1	0	-15	-19	1	47*	-4	1
CCN(CC)S(=O)(=O)c1ccc(N2CCN(CCO)CC2)nc1	-4	0	-1	-20	6	-2	11	14	-5
COc1cc(C(=O)c2ccc3c(c2)OCO3)cc(OC)c1OC	nt	nt	2	nt	5	nt	nt	-3	-6
CCOc1ccc(NC(=O)C2CCCCN2S(=O)(=O)c2ccccc2)cc1 (stereo not given)	5	-3	1	-8	15	-4	1	4	-7
CC(C)c1ccc(N(C)C(=O)Cc2c(C(=O)O)n(C)c3ccccc23)cc1	-3	-4	3	8	4	-1	-5	-5	-1
CCC1=NN2C(=N)/C(=C\c3ccc(OCCOc4ccc(NC(C)=O)cc4)c(OC)c3)C(=O)N=C2S1	1	1	-2	15	10	5	-9	-18	4
O=C(N/N=C/c1ccccn1)c1cc(-c2ccccc2Cl)n[nH]1	6	-2	-3	3	12	7	47*	10	-8
Cc1cc(C(=O)COC(=O)c2ccc(F)cc2F)c(C)n1C1CC1	43	-4	1	64*	12	50	9	6	-2
Cc1c(NC(=O)C(C)OC(=O)/C=C/c2ccc(OC(F)F)cc2)c(=O)n(-c2ccccc2)n1C (stereo not given)	8	-5	0	-5	0	2	-5	-3	-6
Cc1nn(CCCC(=O)NCc2ccc(Cl)cc2)c(C)c1[N+](=O)[O-]	5	4	2	-5	10	-2	6	-11	-4
CC(=O)c1sc(NCc2ccccc2)nc1C	-2	0	0	-30	1	-12	2	-6	-4
Cn1c(SCC(=O)Nc2ccc3c(c2)n(C)c(=O)n3C)nnc1-c1ccncc1	7	0	1	-24	12	-3	6	-18	1
CC(C)(C)C1(C)OC(=O)C(=Cc2ccc(OCC(=O)Nc3ccccc3)cc2)C(=O)O1 (stereo not given)	-11	-3	-2	-22	-8	-5	-18	-10	10
O=C(NCCN1CCOCC1)c1ccc(CS(=O)(=O)c2ccc(Cl)cc2)o1	8	-1	1	6	8	5	-2	-23	-9
CCOC(=O)C1CCN(CC(=O)Nc2ccc(OC)c(S(=O)(=O)N3CCCCC3)c2)CC1	1	-1	1	0	10	0	6	1	4
COc1cc(NC(=O)c2cccs2)c(C(=O)OCC(=O)NCc2ccco2)cc1OC	1	-1	2	7	-73	9	1	21	5
Cc1ccc(CNC(=O)CSc2nc3ccsc3c(=O)n2NC(=O)c2ccccc2)cc1	4	-3	1	-10	9	-2	5	-14	-10
COc1cccc(C(=O)Nc2nc3c(s2)CN(C)CC3)c1	7	-3	-36	18	-349	3	-2	-1	-3
O=c1oc(-c2ccc(Br)cc2)nc2ccccc12	12	-4	3	-2	-29	-2	-6	6	1
CC(=O)Cc1nsc(Nc2ccc3c(c2)OCCO3)n1	-21	0	-1	-10	12	-22	-3	2	-4
